Tb PGK inh: qHTS Assay to Find Inhibitors of Phosphoglycerate Kinase. PGK/GAPDH coupled, Kinase-Glo luminescence, 60 min. actives 0.043% (n = 380,000). Potency, µM (titrated, usually from 57.5 µM), for inactives: at the top dose activity change, negative = inhibition, usual class: inhibitors; also: % is scaled to controls: 0 for no effect and ±100 for the full control effect; nearly all actives have a fitted effect of over 60% in size
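Recombinant glycosomal PGK reaction used 1,3-bisphosphoglycerate generated in-well by GAPDH (100nM final) in 100mM TEA pH 7.6, 5mM MgCl2, 0.01% Tween-20. After 60 minutes at room temperature, ATP was read by Kinase-Glo Plus luminescence end-point.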
JMJD2A Tudor inh: qHTS Assay for Inhibitors of JMJD2A-Tudor Domain | Lysine-specific demethylase 4A (Homo sapiens), O75164 | AlphaScreen JMJD2A-Tudor / H3K4me3 peptide binding | Potency, µM (doses to about 114 µM), for inactives: at the highest dose activity change, negative = inhibition, most hits filed as inhibitors | actives 4.4% (n = 390,000) | AID 504339, 2011; also: % is scaled to controls: 0 for no effect and ±100 for the full control effect; nearly all actives have a fitted effect of over 50% in size
RGS4 inh: Inhibitors of Regulator of G Protein Signaling (RGS) 4: qHTS. Regulator of G-protein signaling 4 (Homo sapiens), P49798. Transcreener GDP fluorescence polarization, RGS4-accelerated GTP hydrolysis. Potency, µM (doses to about 114 µM), for inactives: top-dose activity change, negative = inhibition, most hits filed as inhibitors. actives 0.039% (n = 390,000). AID 504845, 2011; also: % is scaled to controls: 0 for no effect and ±100 for the full control effect; nearly all actives have a fitted effect of over 75% in size; some results filed as inactive show a strong effect at the top dose
Target sequence (P49798 whole entry, looked up): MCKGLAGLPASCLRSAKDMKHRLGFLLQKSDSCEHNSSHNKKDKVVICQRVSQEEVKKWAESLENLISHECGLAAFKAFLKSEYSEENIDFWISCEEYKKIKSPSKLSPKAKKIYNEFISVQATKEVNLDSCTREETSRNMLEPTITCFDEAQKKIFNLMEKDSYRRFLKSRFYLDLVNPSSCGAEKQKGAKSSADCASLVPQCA
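MLSMR compounds (23 nl, pin-transferred) preincubated 10 min at room temperature with a 500nM (2x) first reagent, then RGS4 at 900nM (2x) plus Transcreener GDP mix added; fluorescence polarization (620/688 nm) read before and after 90 min at 30 °C.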
Pin1 inhibitor: qHTS Assay to Find Inhibitors of Pin1 | Pin1 FP peptide displacement, HiFluor488, 10 min | Potency, µM (highest dose often 115 µM), for inactives: top-dose activity, negative = inhibition, hits mostly inhibitors | actives 0.009% (n = 390,000) | AID 504891, 2011; active = well fitted inhibition curve with a large enough effect in the polarisation, with a control signal flat, not every such curve was filed as active; inconclusive = small, poorly fitted or top-dose-only effect, or effect the other way, or a change in a side signal; inactive = no such curve, though single readings can be large or run the other way; the % refers to the polarisation; also: % is scaled to controls: 0 for no effect and ±100 for the full control effect
Target sequence (Q13526 whole entry, looked up): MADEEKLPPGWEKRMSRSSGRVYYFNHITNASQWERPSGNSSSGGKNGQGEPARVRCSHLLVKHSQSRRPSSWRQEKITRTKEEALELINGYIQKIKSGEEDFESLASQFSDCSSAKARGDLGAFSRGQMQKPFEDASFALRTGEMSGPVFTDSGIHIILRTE
ERG Ets-DNA blk: qHTS for Small Molecule Inhibitors of the ERG Ets/DNA interaction; Transcriptional regulator ERG (Homo sapiens), P11308; fluorescence polarization, His-ERG Ets domain / labelled DNA; Potency, µM (series often up to 76.9 µM), without a hit: at the top dose FP activity, negative = inhibition, actives largely listed as inhibitors; actives 0.028% (n = 370,000); AID 624246, 2012; active = well fitted inhibition curve with a large enough effect in the polarisation, with a control signal flat; inconclusive = small, poorly fitted or top-dose-only effect, or effect the other way, or a change in a side signal; inactive = no such curve, though single readings can be large or run the other way; the % refers to the polarisation;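 also: polarization taken with two DNA probes labelled with fluorescein and Texas red; % of control where 0% means no effect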
Target sequence (P11308 whole entry, looked up, the tested form may be a part): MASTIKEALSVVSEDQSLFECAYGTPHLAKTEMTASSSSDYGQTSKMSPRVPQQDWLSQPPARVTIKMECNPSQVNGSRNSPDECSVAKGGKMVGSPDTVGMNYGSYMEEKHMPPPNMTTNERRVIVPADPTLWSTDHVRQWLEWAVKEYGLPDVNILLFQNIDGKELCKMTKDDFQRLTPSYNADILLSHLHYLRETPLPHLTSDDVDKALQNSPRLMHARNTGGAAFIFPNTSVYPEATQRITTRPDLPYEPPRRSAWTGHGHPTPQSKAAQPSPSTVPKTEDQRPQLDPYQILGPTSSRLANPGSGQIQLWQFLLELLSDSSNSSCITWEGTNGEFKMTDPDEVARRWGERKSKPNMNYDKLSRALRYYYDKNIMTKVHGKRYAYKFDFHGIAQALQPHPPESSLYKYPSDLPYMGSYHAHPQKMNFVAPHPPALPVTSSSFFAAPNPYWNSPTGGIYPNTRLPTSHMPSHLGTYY
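His-tagged ERG Ets domain (1 uM in the protein solution; 300mM KCl, 50mM Tris-HCl, 1mM EDTA, 1mM DTT, pH 7.5) received compound, then a probe mix of 5 nM fluorescein-DNA and 100nM Texas-615-DNA. Fluorescence polarization was read for both dyes.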
rTrxR1 inhibitor: qHTS Assay for Inhibitors of Mammalian Selenoprotein Thioredoxin Reductase 1 (TrxR1): qHTS; Potency, µM (highest dose often 114 µM), for inactives: at the top dose activity change, negative = inhibition, usual class: inhibitors; recombinant rTrxR1, NADPH fluorescence consumption, selenite substrate; actives 1% (n = 390,000); also: % is scaled to controls: 0 for no effect and ±100 for the full control effect; nearly all actives have a fitted effect of over 65% in size
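Rat TrxR1 (90 nM in the dispensed reagent) was pre-reduced with 400 uM NADPH for 5 min at room temperature, then incubated with compound for 15 min. After 400 uM selenite was added, NADPH fluorescence (Ex 340/Em 450 nm) was followed for 8 min.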
12-LOX inh: Primary qHTS assay for inhibitors of human arachidonate 12S-lipoxygenase (ALOX12): Round 2; actives 1.1% (n = 580,000); Potency, µM (top dose mostly 108 µM), for the others: top-dose activity change, negative = inhibition, actives largely listed as inhibitors; Polyunsaturated fatty acid lipoxygenase ALOX12 (Homo sapiens), P18054; purified 12hLO, xylenol orange hydroperoxide absorbance; also: % is scaled to controls: 0 for no effect and ±100 for the full control effect
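Purified human 12hLO at 150 nM in 25 mM Hepes, 0.01% Triton X-100, pH 7.0, preincubated 15 min at room temperature with compound. Reaction started with 40 uM arachidonic acid, 30 min at room temperature. Hydroperoxide measured by Fe-xylenol orange, 573/405 nm absorbance ratio.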
GLS inh: qHTS for Inhibitors of Glutaminase (GLS). actives 0.21% (n = 410,000). GLS enzymatic activity, qHTS titration. Potency, µM (titrated, usually from 45.5 µM), for the others: at the top dose activity change, negative = inhibition, actives largely listed as inhibitors; also: % is scaled to controls: 0 for no effect and ±100 for the full control effect
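hKGA in 45 mM KH2PO4 (pH 8.2), 0.02% Tween-20 with compound, then 1mM L-Glutamine (stock as added) plus glutamate oxidase/HRP/Amplex red coupling mix. Fluorescence read initially and after 30 min at RT; signal change reflects glutamate formation.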
HP1b chromo inh: HTS for Inhibitors of HP1-beta Chromodomain Interactions with Methylated Histone Tails; Chromobox protein homolog 1 (Homo sapiens), P83916; AlphaScreen HP1-beta / biotin-H3K9me3 peptide binding; Potency, µM (titrated, usually from 114 µM), without a hit: at the highest dose activity change, negative = inhibition, hits mostly inhibitors; actives 0.56% (n = 390,000); AID 540317, 2011; also: nearly all actives have a fitted effect of over 70% in size; inactives centre near 23
Target sequence (P83916 whole entry, looked up): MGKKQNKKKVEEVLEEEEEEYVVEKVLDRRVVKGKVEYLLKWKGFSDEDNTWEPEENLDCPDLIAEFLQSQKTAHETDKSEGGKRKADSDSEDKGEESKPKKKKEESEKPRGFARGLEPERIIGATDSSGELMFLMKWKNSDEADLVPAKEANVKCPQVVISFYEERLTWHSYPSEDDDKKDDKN
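AlphaScreen: HP1-beta (50 nM) preformed 30 min with biotin-H3(1-18)K9me3 peptide (50 nM) in PBS pH 7.4, 0.01% Tween-20. Compound added for 30 min at RT, then streptavidin donor/nickel chelate acceptor beads (10 ug/mL) for 30 min.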
* = called active by the depositor; i = inactive; ? = inconclusive; · = no result given; [ ] = another dose, or the depositor's remark. Unless noted, calls follow the shape of the dose curve; as a rule, active = well fitted curve in the direction sought with a large enough effect; inconclusive = small, poorly fitted or top-dose-only effect, or another doubt; inactive = no such curve, though single readings can be large; an effect the other way counts as inactive or inconclusive. Potency is read from the fitted curve at half-maximal effect. Some of the compounds tested (hit frequency here may not be typical).

SMILES	Tb PGK inh	JMJD2A Tudor inh	RGS4 inh	Pin1 inhibitor	ERG Ets-DNA blk	rTrxR1 inhibitor	12-LOX inh	GLS inh	HP1b chromo inh
Cc1ccc(C(=O)OCC(=O)N2CCCCCC2)cc1S(=O)(=O)N1CCOCC1	-9%	-8%	-6%	-9%	17%	18%[11.4 µM]	0%	0%	14%
Cc1ccc(CNC(=O)CCS(=O)(=O)c2ccc3c(c2)NC(=O)CS3)cc1	6%	-24%	-35%[56.9 µM]	-1%	-13%	-9%	40%[activator]	3%	7%
COC(=O)c1ccc2nc(NC(=O)C(C)C)sc2c1	1%	-6%	3%	-6%	3%	-5%	-5%	4%	35%
CCOc1cc(/C=N/O)ccc1OCC(=O)Nc1cccc(C)c1	4%	-4%	-37%	9%	-7%	8%	2%	5%	19%
CCN(Cc1ccccc1)C(=O)c1ccc(CNS(=O)(=O)c2ccc(C)cc2)cc1	-10%	?	-27%	-4%	·	-13%	-24%	10%	-23%
CCN(CC)CCn1c(=S)[nH]c2ccc(Cl)cc2c1=O	-12%	-27%	-1%	0%	2%	-36%[57.1 µM]	4%	19%	19%
N#Cc1nc(COc2ccccc2Cl)oc1NCc1ccco1	-5%	?	-37%	?	1%	-32%[57.1 µM]	-4%	-1%	?
Cc1cc(N/C=C/C(=O)c2cccs2)ccc1F	-11%	33%	18%	14%	-6%	11%	-9%	16%	69%[activator]
O=C1N/C(=C/c2ccc(N3CCOCC3)cc2)C(=O)N1Cc1ccc(F)cc1	i	-6%	-15%	24%	-1%	3%	-1%	-1%	16%
CC1CCN(C(=S)NC(=O)c2ccco2)CC1	i	-20%	-18%	0%	-1%	-8%	-22%	12%	23%
C#CCOc1c(Br)cc(/C=C2/C(=O)ON=C2C)cc1OCC	-8%	-13%	-26%	-2%	-4%	?	11µM*	-7%	13%
CC1(C)c2ccccc2N2CC(=O)NC21/C=C/c1ccco1 (stereo not given)	i	-26%	?	26%	2%	?	?	-20%	-14%
Cc1ccc(S(=O)(=O)N2CCC(C(=O)NCCc3ccccn3)CC2)cc1	0%	-8%	9%	-4%	3%	8%[57.1 µM]	0%	0%	23%
CCCCN1CC(=O)N2[C@H]3c4cc(OC)ccc4OC[C@@H]3[C@H](C(=O)OCC)[C@]2(C)C1=O	-2%	-7%	-1%	4%	2%	-9%[57.1 µM]	?	3%	37%
COc1ccc(CN(C(=O)CN2C(=O)COc3ccccc32)C2CCCC2)c(OC)c1	-6%	-23%	-19%	3%	1%	14%	25%	-6%	12%
COc1cccc(/C=N/NC(=O)c2cc3c(OC)cccc3[nH]2)c1OC	-10%	?	-8%	11%	2%	-8%	1%	0%	-13%
O=c1c2ccccc2oc2nc(C3CCCCC3)n(Cc3ccco3)c(=O)c12	-7%	?	9%	0%	-7%	1%	-3%	?	31%
Cc1cccc(C2=NN(c3ccc(Br)cc3)[C@@H](C(=O)N3CCOC3=O)[C@@H]2c2ccccc2)c1	-6%	18%	14%	10%	-2%	110%[activator]	·	-5%	89%[activator]
CC1(C)CC2(CC(C)(C(=O)CSc3nc4ccccc4s3)OC2=O)C(=O)O1 (stereo not given)	-3%	-16%	-5%	6%	-4%	19%	9%	11%	22%
CCc1ccc(CN/C=C/C(=O)c2ccc(Br)cc2)cc1	0%	-3%[11.4 µM]	-5%[11.4 µM]	36%[activator]	2%	11%[57.1 µM]	1%	-10%	40%[activator]
O=C1CN2C(=Nc3ccc(Cl)cc3C2c2ccccc2)CN1 (stereo not given)	i	-6%	2%	0%	-4%	0%	-18%[57.4 µM]	-4%	34%
CC(=O)Nc1ccccc1C(=O)C(=O)Nc1ccc(F)cc1	-5%	-10%	4%	0%	-1%	-6%	-15%	-1%	21%
Cc1cc(F)ccc1S(=O)(=O)Nc1ccccc1C(=O)NC1CCN(Cc2ccccc2)CC1	-8%	?	-5%	0%	8%	6%	-12%	-5%	-8%
CCOC(=O)c1ccc(NC(=O)CN2C(=O)C(C)SC(C)C2=O)cc1 (stereo not given)	i	-14%	3%	-6%	-13%	23%	1%	0%	28%
COc1ccccc1C1N(c2cc(Cl)ccc2OC)C(=O)C2CCCN21 (stereo not given)	1%	-4%	2%	-4%	-2%	8%[57.1 µM]	20%[57.4 µM]	2%	36%

Entries from the list above that have a Cl atom (four):
SMILES	Tb PGK inh	JMJD2A Tudor inh	RGS4 inh	Pin1 inhibitor	ERG Ets-DNA blk	rTrxR1 inhibitor	12-LOX inh	GLS inh	HP1b chromo inh
CCN(CC)CCn1c(=S)[nH]c2ccc(Cl)cc2c1=O	-12%	-27%	-1%	0%	2%	-36%[57.1 µM]	4%	19%	19%
N#Cc1nc(COc2ccccc2Cl)oc1NCc1ccco1	-5%	?	-37%	?	1%	-32%[57.1 µM]	-4%	-1%	?
O=C1CN2C(=Nc3ccc(Cl)cc3C2c2ccccc2)CN1 (stereo not given)	i	-6%	2%	0%	-4%	0%	-18%[57.4 µM]	-4%	34%
COc1ccccc1C1N(c2cc(Cl)ccc2OC)C(=O)C2CCCN21 (stereo not given)	1%	-4%	2%	-4%	-2%	8%[57.1 µM]	20%[57.4 µM]	2%	36%

The list goes on.
SMILES	Tb PGK inh	JMJD2A Tudor inh	RGS4 inh	Pin1 inhibitor	ERG Ets-DNA blk	rTrxR1 inhibitor	12-LOX inh	GLS inh	HP1b chromo inh
Cc1nnc(Nc2ccc(Cl)cc2)s1	-1%	-1%	24%	-10%	0%	-3%[57.1 µM]	64%[activator]	4%	18%
CCCc1ccc(-c2cc(NC(=O)CSc3n[nH]c(N)n3)n(-c3ccccc3)n2)cc1	-1%	-28%	16%	3%	-7%	10%	-26%	2%	13%
CCC(=O)Nc1cc(C(=O)NCc2ccc(C)cc2)ccc1S(=O)(=O)c1ccc(C)cc1	3%	-9%	-5%	7%	0%	17%[57.1 µM]	-27%	7%	-13%
COc1ccc(Cc2nc3ccc(C(=O)NCCc4ccccc4)cc3o2)cc1	-11%	2%	-5%	1%	1%	9%[57.1 µM]	-12%	-7%	28%[57 µM]
Cc1cc(C)c(NC(=S)NCCCSC2CCCCC2)c(C)c1	0%	?	-24%	33%[activator]	110%[activator]	8%[57.1 µM]	25µM*	-8%	?
CC(C(=O)NC1CCCCC1)N(Cc1ccccc1)C(=O)c1snc(C(N)=O)c1N (stereo not given)	-8%	-12%	-20%	1%	-8%	44%[57.1 µM]	-10%	-1%	21%
N#Cc1ccc(CCc2ccccc2)[nH]c1=O	-8%	-10%	-3%	-7%	-4%	0%[2.29 µM]	1%	-6%	17%[57 µM]
O=C(COC(=O)c1cc(S(=O)(=O)N2CCOCC2)ccc1F)NC1CCCCC1	-10%	-4%	17%	5%	-4%	-18%	3%	12%	21%
N#C/C(=C\c1cc([N+](=O)[O-])c(N2CCCCC2)cc1N1CCCCC1)c1nn(-c2ccccc2)c(N)c1C#N	-7%	-27%[11.4 µM]	11%[11.4 µM]	0%	4%	17%[57.1 µM]	16%	-10%	-1%
NNC(=O)c1nc(-c2cccc(-n3cccc3)c2)no1	i	-16%	4%	4%	1%	21%[57.1 µM]	i	0%	27%
COCC1CCN(C(=O)c2cc(COc3ccc4c(c3)CCCC4)on2)C1 (stereo not given)	-6%	0%	-34%	6%	-4%	-2%	-5%	7%	44%[activator]
O=C(CN1C(=O)C2C3C=CC(C3)C2C1=O)Nc1ccc(C(=O)O)cc1 (stereo not given)	2%	-9%	-28%	6%	-1%	6%	11%	3%	20%
CCn1c(Oc2ccccc2C)nc2c1c(=O)n(C)c(=O)n2C	0%	3%	-5%	-5%	6%	17%	-8%	0%	43%[activator]
CC(CC(F)(F)F)N1CCC(n2nccc2NC(=O)CCCc2ccccc2)CC1 (stereo not given)	1%	8%	22%	-3%	25%	11%	14%	2%	24%
Cc1ccc(-n2c(SCC(=O)Nc3ccc4cn[nH]c4c3)nnc2-c2ccco2)cc1	2%	-19%	15%	-2%	-2%	-19%	-4%	7%	30%

An excerpt from above, limited to RGS4 inh:
| Structure | RGS4 inh |
| --- | --- |
| CCOc1cc(/C=N/O)ccc1OCC(=O)Nc1cccc(C)c1 | -37% |
| CCCc1ccc(-c2cc(NC(=O)CSc3n[nH]c(N)n3)n(-c3ccccc3)n2)cc1 | 16% |
| COC(=O)c1ccc2nc(NC(=O)C(C)C)sc2c1 | 3% |
